RORgamma inh = blocks mouse ROR gamma transcriptional activity; Drosophila S2 Gal4-RORgamma UAS-luciferase reporter, 20 h; AID 2551; Potency, µM (titrated, usually from 53.6 µM), for the others: at the highest dose activity change, negative = inhibition, usual class: inhibitors; 5.4% of 310,000 active; note: nearly all actives have a fitted effect of over 60% in size
Target sequence (P51450 whole entry, looked up, the tested form may be a part): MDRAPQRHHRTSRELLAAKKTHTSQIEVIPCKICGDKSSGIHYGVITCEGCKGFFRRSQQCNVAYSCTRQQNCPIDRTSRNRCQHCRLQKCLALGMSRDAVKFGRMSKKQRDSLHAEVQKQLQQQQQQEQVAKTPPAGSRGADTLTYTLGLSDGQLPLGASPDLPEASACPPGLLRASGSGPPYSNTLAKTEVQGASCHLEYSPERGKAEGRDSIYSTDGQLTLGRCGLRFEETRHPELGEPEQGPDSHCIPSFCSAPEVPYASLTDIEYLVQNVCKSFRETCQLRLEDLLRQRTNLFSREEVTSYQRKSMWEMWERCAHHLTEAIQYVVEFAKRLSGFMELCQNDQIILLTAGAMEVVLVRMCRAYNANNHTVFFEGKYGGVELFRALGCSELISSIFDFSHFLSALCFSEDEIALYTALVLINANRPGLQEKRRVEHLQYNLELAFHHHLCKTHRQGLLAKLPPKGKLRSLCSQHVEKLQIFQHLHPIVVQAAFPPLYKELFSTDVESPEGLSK
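Luciferase reporter read in Schneider cells carrying Gal4-RORγ (mouse) and UAS-Photinus luciferase; cells given compound 1 h before 700 uM copper sulfate induction, then incubated 20 h at ambient temperature.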
Gal4-VP16 FLuc = Gal4-VP16 reporter inhibition counter-screen; Drosophila S2 Gal4-VP16 UAS-luciferase, luminescence, 20 h; Potency, µM (series often up to 53.6 µM), inactives show at the top dose activity, negative = inhibition, hits mostly inhibitors; 3.5% of 310,000 active;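 note: Gal4-VP16 expression switched on by copper sulfate through the metallothionein promoter; nearly all actives have a fitted effect of over 50% in size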
The depositor's hits bear a star; ? = inconclusive; & = joins results of further samples; [ ] = another dose, or the depositor's remark. Calls come from the whole dose curve; as a rule, active = well fitted curve in the direction sought with a large enough effect; inconclusive = small, poorly fitted or top-dose-only effect, or another doubt; inactive = no such curve, though single readings can be large; an effect the other way counts as inactive or inconclusive. % is set by controls: 0 for no effect and ±100 for the full control effect; potency is the fitted concentration of half-maximal effect. Only part of the results is shown, so the mix of outcomes need not match the whole.

SMILES	RORgamma inh	Gal4-VP16 FLuc
NCCC[C@@H](CC(=O)N[C@@H]1CCCC[C@H]1C(=O)N[C@H](CC(=O)N[C@@H](CCC(=O)O)CC(=O)O)Cc1c[nH]c2ccccc12)NC(=O)C[C@H](Cc1ccccc1)NC(=O)[C@@H]1CCCC[C@H]1N	9%	8%
COc1ccc(-c2nc(-c3ccccc3)oc2Nc2ccccc2C)cc1	0%&-2%	1%&-18%
CC1CC=CC2C1C(=O)N(Cc1ccccc1)C2c1ccc(/C=C/c2ccccc2)cc1F (configuration not stated)	-3%	-12%
CCN1CCCC1Cn1c(-c2ccccc2)nc2c(N(CCOC)CCOC)nc(C)nc21 (configuration not stated)	-20%	-2%
Cc1nc2cncnc2n(Cc2ccc(F)cc2)c1=O	14%	1%
N#CCCn1c(=O)c(-c2cc(F)cc(F)c2)nc2cnc(Oc3ccccc3)nc21	4%	-7%
COc1ccc2[nH]cc(CCNc3ccnc(-c4ccc5c(c4)OCO5)n3)c2c1	38%	2%
O=c1c(-c2ccc(F)cc2)nc2cnc(Oc3cccc(Cl)c3)nc2n1C1CC1	-9%	-2%
Cc1cnc(CNc2cc(-c3c(C)noc3C)ncn2)cn1	-28%	-13%
C[C@@H](C(=O)Nc1ccc2ccccc2c1)[C@H]1C[C@]1(C)[C@H](NS(=O)(=O)c1ccc2ccccc2c1)c1ccccc1	-18%	-11%

Reprinted from the part before: 7 compounds, then new ones.
SMILES	RORgamma inh	Gal4-VP16 FLuc
CCN1CCCC1Cn1c(-c2ccccc2)nc2c(N(CCOC)CCOC)nc(C)nc21 (configuration not stated)	-20%	-2%
Cc1nc2cncnc2n(Cc2ccc(F)cc2)c1=O	14%	1%
N#CCCn1c(=O)c(-c2cc(F)cc(F)c2)nc2cnc(Oc3ccccc3)nc21	4%	-7%
COc1ccc2[nH]cc(CCNc3ccnc(-c4ccc5c(c4)OCO5)n3)c2c1	38%	2%
O=c1c(-c2ccc(F)cc2)nc2cnc(Oc3cccc(Cl)c3)nc2n1C1CC1	-9%	-2%
Cc1cnc(CNc2cc(-c3c(C)noc3C)ncn2)cn1	-28%	-13%
C[C@@H](C(=O)Nc1ccc2ccccc2c1)[C@H]1C[C@]1(C)[C@H](NS(=O)(=O)c1ccc2ccccc2c1)c1ccccc1	-18%	-11%
CN(C)Cc1ccccc1-c1nccc(N(C)C)n1	1%	-5%
CCCN1CCC(=O)N(C(CSc2ccc(Br)cc2)c2ccccc2)CC1 (configuration not stated)	37%	29%
O=C(c1ccco1)N1CCC[C@@]2(CCN(c3ccncc3)C2)C1	-4%	2%
CC(C)Cn1nnnc1S(=O)(=O)CCc1ccccc1	3%	3%
COc1ccc(-c2ccc(N(C)C)cc2)cc1C1C2C=CCC(C)C2C(=O)N1Cc1ccccc1 (configuration not stated)	0%	13%
Cc1ccc(C(=O)O)cc1	-16%	0%
O=C(c1cnccn1)N1CCC2(CCCN(c3ncccn3)C2)CC1	8%	11%
Cn1c(=O)n2n(c1=O)[C@H]1[C@H](O)[C@H]3O[C@@H]3/C(=N/OCc3ccccc3)[C@@H]1CC2	0%[10 µM]	11%[10 µM]
CN(C)c1ncc2nc(-c3ccc(F)cc3)c(=O)n(-c3ccccc3)c2n1	13%	0%
COc1ccc(C2/C=C\CN(C(=O)C3CC3)C(C)C(=O)N2Cc2ccc(F)cc2)cc1 (configuration not stated)	41%	10%

Single records, from the list above:
`Cc1cnc(CNc2cc(-c3c(C)noc3C)ncn2)cn1` across the screens: RORgamma inh = -28%; Gal4-VP16 FLuc = -13%
`COc1ccc(-c2nc(-c3ccccc3)oc2Nc2ccccc2C)cc1` across the screens: RORgamma inh = 0%&-2%; Gal4-VP16 FLuc = 1%&-18%

Additional compounds.
SMILES	RORgamma inh	Gal4-VP16 FLuc
CC(C)C[C@H](NC(=O)CN(C)C(=O)[C@H](Cc1ccccc1)NC(=O)[C@H](Cc1ccccc1)NC(=O)[C@H](CCC(N)=O)NC(=O)[C@H](CCC(N)=O)NC(=O)[C@@H]1CCCN1C(=O)[C@H](CCCCN)NC(=O)[C@@H]1CCCN1C(=O)[C@@H](N)CCCN=C(N)N)C(=O)N[C@@H](CCS(C)(=O)=O)C(N)=O	-3%	5%
COC(=O)c1ccc(CN2[C@@H]3C[C@@H](O)CC[C@@H]3C[C@H]2C(=O)OC)cc1	-13%	-9%
Cn1cccc1C(=O)N1CCC2(CCN(Cc3ccccc3)CC2)CC1	8%	-3%
CCCCC[C@H](O)/C=C/[C@@H]1[C@@H](CC(=O)CCCCC(=O)O)[C@@H](O)C[C@H]1O	-20%	1%
O=C(c1ccncc1)N1CCC2(CC1)CN(c1ccncc1)C2	-2%	-10%
OC[C@H]1O[C@@H](O[C@@H]2OC=C[C@H]3[C@H](O)[C@@H]4O[C@]4(CO)[C@@H]23)[C@H](O)[C@@H](O)[C@@H]1O	-23%	-10%
CC(=O)N[C@@H](c1ccccc1)[C@]1(C)C[C@H]1[C@@H](C)C(=O)Nc1ccc2ccccc2c1	0.35µM*	-3%
O=c1c(-c2cc(F)cc(F)c2)nc2cnc(N3CCOCC3)nc2n1Cc1ccc(F)cc1	17%	-2%
COCCn1c(=O)c(-c2ccc(OC)cc2)nc2cnc(Nc3cccc(OC)c3)nc21	-12%	-20%
CC[C@H](C)[C@@H]1NC(=O)[C@H](Cc2ccc(O)cc2)NC(=O)[C@@H](N)CSSC[C@@H](C(=O)N2CCC[C@H]2C(=O)N[C@@H](CC(C)C)C(=O)NCC(N)=O)NC(=O)[C@H](CC(N)=O)NC(=O)[C@H](CCC(N)=O)NC1=O	10%	1%
COC(=O)C1(C(=O)OC)Cc2conc2[C@H]1c1ccccc1	-30%&-13%&8%	0%&-6%&1%
COc1ccc(C2CC(c3ccccc3)Oc3ccc(C(C)(C)C)cc32)cc1 (configuration not stated)	-15%&11%	-8%&0%
COc1cccc(-c2nc(N(C)Cc3ccco3)c3ccccc3n2)c1	12%	4%
NCCC[C@@H](CC(=O)N[C@@H]1CCCC[C@H]1C(=O)N[C@H](CC(=O)N[C@@H](CCC(=O)O)CC(=O)O)Cc1ccccc1)NC(=O)C[C@H](Cc1c[nH]c2ccccc12)NC(=O)[C@@H]1CCCC[C@H]1N	0%	-3%
COc1cccc(-c2cncnc2NCc2cccs2)c1	10%	5%
COC(=O)/C=C/c1cccc(N(Cc2ccc(-c3ccc(N(C)C)cc3)cc2)C(=O)C2CCCCC2)c1	7%	-3%
CN1CCN(c2ncc3nc(-c4cccc(C#N)c4)c(=O)n(CCC#N)c3n2)CC1	-4%	-10%
CCCCCCCCC#CCC#CCC#CCCCC(=O)O	11%	5%
CC1(C)CCC(C)(C)c2cc(C(=O)Nc3ccc(C(=O)O)cc3)ccc21	2%&2%	5%&-23%
COCCn1c(=O)c(-c2ccc(OC)cc2)nc2cnc(OC)nc21	-2%	14%
O=C(Nc1cccc(F)c1)N1CCCC2(CCN(C(=O)c3cc(C(F)(F)F)cc(C(F)(F)F)c3)CC2)C1	-1%	-7%
Cc1cc2c3c(cccc3n1)C(=O)c1ccccc1-2	?	?
CCCCC/C=C\C[C@@H](O)/C=C/C=C\C/C=C\CCCC(=O)O	16%	-5%
O=c1c(-c2ccc(F)cc2)nc2cnc(Nc3ccccc3)nc2n1C1CC1	8%	-18%
c1ccc(CNc2ccnc(-c3cccnc3)n2)cc1	49%	-13%
CCC[C@@H]1NC(=O)[C@@H](NC(C)=O)CSSC[C@@H](C(N)=O)NC(=O)CNC(=O)[C@H](Cc2c[nH]c3ccccc23)NC(=O)[C@H](CCCN=C(N)N)NC(=O)[C@H](Cc2ccc3ccccc3c2)NC(=O)[C@H](Cc2cnc[nH]2)NC(=O)[C@H](CCCN=C(N)N)NC1=O	19%	4%
O=c1cnc2cnc(Oc3ccccc3)nc2n1Cc1cccs1	-19%	20%
COc1ccc(NC(=O)N2CCC3(CC2)CCN(C(=O)c2cnccn2)CC3)cc1	23%	1%
C/C=C(/C)C(=O)O[C@H]1C[C@@]2(C)O[C@H]2[C@@H](OC(C)=O)C2(C)CC[C@@](O)(C(C)C)C12 (some centres not stated)	20%	10%
C/C(=C\C[Si](C)(C)C)CCC=O	12%	-13%

RORgamma inh: hit marks shown above.
structure	RORgamma inh
CC(=O)N[C@@H](c1ccccc1)[C@]1(C)C[C@H]1[C@@H](C)C(=O)Nc1ccc2ccccc2c1	0.35µM*

Other records:
SMILES	RORgamma inh	Gal4-VP16 FLuc
CC(C)C[C@@H](CC(=O)N[C@@H](CCC(=O)O)CC(=O)O)NC(=O)[C@@H]1CNCC[C@H]1NC(=O)C[C@@H](NC(=O)C[C@H](Cc1ccccc1)NC(=O)[C@@H]1CCCC[C@H]1N)C(C)C	-25%	-10%
COc1ccccc1CNc1ccnc(-c2cccc(NS(C)(=O)=O)c2)n1	30%	-12%
COc1cccc(CNc2ccc3nc(-c4ccc(N)cc4)c(OC)n3n2)c1	?	-11%
CC[C@H](C)[C@H](NC(=O)CNC(=O)[C@H](CCCNC(=N)N)NC(=O)[C@H](CO)NC(=O)[C@H](C)NC(=O)[C@H](Cc1ccc(O)cc1)NC(=O)[C@H](Cc1c[nH]c2ccccc12)NC(=O)[C@H](C)NC(=O)[C@@H]1CCCN1C(=O)[C@H](CC(N)=O)NC(=O)[C@@H](NC(=O)[C@H](CC(=O)O)NC(=O)[C@@H]1CCCN1C(=O)[C@@H](NC(=O)[C@H](CCCNC(=N)N)NC(=O)[C@@H](NC(=O)[C@H](CCC(=O)O)NC(=O)[C@H](CCSC)NC(=O)[C@H](CO)NC(=O)[C@H](Cc1cnc[nH]1)NC(=O)[C@H](CCCNC(=N)N)NC(=O)[C@H](Cc1cnc[nH]1)NC(=O)[C@@H](NC(=O)[C@H](CCCNC(=N)N)NC(=O)[C@@H](N)CO)[C@@H](C)O)[C@@H](C)CC)[C@@H](C)O)[C@@H](C)CC)C(=O)N[C@@H](CCCNC(=N)N)C(=O)N1CCC[C@H]1C(=O)N[C@H](C(=O)NCC(=O)N[C@@H](CCCNC(=N)N)C(=O)N[C@@H](Cc1ccccc1)C(N)=O)C(C)C	4%	5%
COc1ccc(-c2nc3cnc(Nc4ccccc4)nc3n(C[C@H]3CCCO3)c2=O)cc1	-2%	-3%
CC(C)=CCc1c(O)cc2oc(C)cc(=O)c2c1O	45%	-19%
N[C@H](C(=O)O)[C@@H]1[C@@H](C(=O)O)C1(F)F	5%	-1%
O=C(N[C@@H](Cc1ccccc1)C(=O)O)c1ccccc1	17%	10%
CCOC(=O)c1ncc2[nH]c3cccc(OC(C)C)c3c2c1C	18µM*	?
COc1ccc2c(c1)OC(=O)CC2c1ccccc1C (configuration not stated)	-11%[96.6 µM]	-2%[96.6 µM]

Ordered by length of the SMILES (ascending): part of the list above.
SMILES	RORgamma inh	Gal4-VP16 FLuc
CC(C)=CCc1c(O)cc2oc(C)cc(=O)c2c1O	45%	-19%
O=C(N[C@@H](Cc1ccccc1)C(=O)O)c1ccccc1	17%	10%
N[C@H](C(=O)O)[C@@H]1[C@@H](C(=O)O)C1(F)F	5%	-1%

The list goes on:
SMILES	RORgamma inh	Gal4-VP16 FLuc
O=C1C=C(NCCO)C(=O)c2cnccc21	3.5µM*	6.3µM*
N=C1N=C(N)c2cc3ccccc3cc21	-2%	-6%
CC1=C(CCC(=O)O)c2cc3nc(cc4[nH]c(cc5[nH]c(cc1n2)c(C)c5C(C)O)c(C)c4C(C)O)C(C)=C3CCC(=O)O (configuration not stated)	-15%	-7%
CN1CCN(c2cc(-c3ccccc3Cl)ncn2)CC1	-4%	-18%
c1ccc(Oc2ccccc2)cc1	-3%	-2%
NCCC[C@@H](CC(=O)N[C@@H]1CCNC[C@H]1C(=O)N[C@H](CC(=O)N[C@@H](CCC(=O)O)CC(=O)O)Cc1ccccc1)NC(=O)C[C@H](CO)NC(=O)[C@@H]1CNCC[C@H]1N	10%	3%
CN1CCN(c2ncncc2-c2ccccc2Cl)CC1	-2%	12%
COC(=O)[C@@H]1C[C@H]1[C@@H](NC(=O)c1ccc(Br)cc1)c1ccccc1	-28%	24%
CC1=CC(=O)C2=C(C)C[C@@H]3OC(=O)[C@@H](C)[C@H]3C=C12	-18%	1%
N[C@@H](C(=O)O)c1ccc(C(=O)O)c(O)c1	-3%	3%
C#CCCCO/N=C1/[C@H]2O[C@@H]2[C@@H](O)[C@H]2[C@H]1CCn1c(=O)n(-c3ccccc3)c(=O)n12	-5%[10 µM]	13%[10 µM]
CCc1cc2c(nc1CC)CCN(CC/C(C)=N/O[C@@H](C)c1cn([C@H](CO)Cc3ccccc3)nn1)C2	-7%&7%[10 µM]	12%&-1%[10 µM]

Assay outcomes deposited in PubChem BioAssay by National Center for Advancing Translational Sciences (NCATS).
